# Screening results as filed in PubChem BioAssay.
# RNase H inhibition – RNase H inhibition, HIV 1 Gag Pol polyprotein, FRET biochemical assay, screening (AID 372); HIV-1 RT RNase H, FRET RNA/DNA substrate fluorescence; higher % means a stronger effect; one-dose inhibition, % at 10 µM; IC50 in µM for titrated hits; actives 0.77% (n = 100,000); in the data active = inhibition above about 50%
# * marks the source's active call; other numbers are inactive results. These rows are one share of the data; count on the stated rates, not on these rows.
SMILES,RNase H inhibition
O=C(Cn1nc2ccccc2n1)N/N=C/c1ccc(Cl)cc1Cl,37%
COc1ccc(NC(=O)C2CN(S(=O)(=O)c3ccccc3)CCN2S(=O)(=O)c2ccccc2)cc1OC (stereo not given),21%
COC(=O)C1=C(C)N(C)C(=O)NC1c1ccc(Cl)cc1 (stereo not given),1%
CCOC(=O)C1=C(C)NC(=S)NC1c1ccc2ccccc2c1 (stereo not given),13%
COC(=O)C1=CN(Cc2cccs2)C=C(C(=O)OC)C1c1ccc(C(F)(F)F)cc1,24%
CCOC(=O)C(=O)c1ccccc1NC(C)=O,6%
C=CCSc1nc2c(c(=O)n1CCc1ccccc1)C1(CCCCC1)Cc1ccccc1-2,8%
COCC(=O)Nc1cccc(C)c1C,0%
O=C(Nc1ccc(Cl)cc1Cl)c1ccc(C(=O)Nc2ccc(Cl)cc2Cl)cc1,0%
COc1cc(C=O)ccc1OCCCCOc1cccc(Cl)c1Cl,22%
CCn1c2ccccc2c2cc(/C=N/NC(=O)c3cc(O)cc(O)c3)ccc21,25%
COc1ccccc1N1C(=O)CC(Sc2ccccc2C(=O)O)C1=O (stereo not given),2%
COc1cccc(OCCOc2c(Cl)cc(/C=c3\sc4nc5ccccc5n4c3=O)cc2OC)c1,7%
Cc1[nH]n2c(=O)cc(Cc3ccccc3)nc2c1-c1cccc2ccccc12,13%
Cc1ccc(NC(=O)c2ccc(N3CCCC3)c([N+](=O)[O-])c2)cc1,17%
O=C1CC(Sc2ccc(Br)cc2)C(=O)N1c1ccccc1 (stereo not given),14%
Oc1c(C=NCc2ccccc2)[nH]c2ccccc12,8%
C=CCN1C(=O)/C(=C/c2cc(Cl)cc(Cl)c2O)SC1=S,43%
Oc1ccc(C=Nc2cccc(C(F)(F)F)c2)cc1,13%
CC(=O)c1cccc(NC(=O)c2c(Cl)cccc2Cl)c1,3%
O=C(O)c1ccc2c(c1)C(=O)N(c1cccc(-c3nc4ccccc4s3)c1)C2=O,6%
Cc1ccc(N(Cc2ccc(C(=O)Nc3ccccc3Br)cc2)S(C)(=O)=O)cc1C,7%
Cn1c(=O)c2c(nc(NCC(O)c3ccccc3)n2C)n(C)c1=O (stereo not given),15%
O=[N+]([O-])c1ccc(Cl)c(C2N(Cc3ccccc3)CCN2Cc2ccccc2)c1,8%

# An excerpt of these results, bar-delimited.
SMILES | RNase H inhibition
O=C(Cn1nc2ccccc2n1)N/N=C/c1ccc(Cl)cc1Cl | 37%
COc1ccc(NC(=O)C2CN(S(=O)(=O)c3ccccc3)CCN2S(=O)(=O)c2ccccc2)cc1OC (stereo not given) | 21%
COC(=O)C1=C(C)N(C)C(=O)NC1c1ccc(Cl)cc1 (stereo not given) | 1%
CCOC(=O)C1=C(C)NC(=S)NC1c1ccc2ccccc2c1 (stereo not given) | 13%
COC(=O)C1=CN(Cc2cccs2)C=C(C(=O)OC)C1c1ccc(C(F)(F)F)cc1 | 24%
CCOC(=O)C(=O)c1ccccc1NC(C)=O | 6%
C=CCSc1nc2c(c(=O)n1CCc1ccccc1)C1(CCCCC1)Cc1ccccc1-2 | 8%
COCC(=O)Nc1cccc(C)c1C | 0%
O=C(Nc1ccc(Cl)cc1Cl)c1ccc(C(=O)Nc2ccc(Cl)cc2Cl)cc1 | 0%
COc1cc(C=O)ccc1OCCCCOc1cccc(Cl)c1Cl | 22%
CCn1c2ccccc2c2cc(/C=N/NC(=O)c3cc(O)cc(O)c3)ccc21 | 25%
COc1ccccc1N1C(=O)CC(Sc2ccccc2C(=O)O)C1=O (stereo not given) | 2%
COc1cccc(OCCOc2c(Cl)cc(/C=c3\sc4nc5ccccc5n4c3=O)cc2OC)c1 | 7%
Cc1[nH]n2c(=O)cc(Cc3ccccc3)nc2c1-c1cccc2ccccc12 | 13%
Cc1ccc(NC(=O)c2ccc(N3CCCC3)c([N+](=O)[O-])c2)cc1 | 17%
O=C1CC(Sc2ccc(Br)cc2)C(=O)N1c1ccccc1 (stereo not given) | 14%

# More compounds:
SMILES,RNase H inhibition
CCOc1ccc(NC(=O)C(=O)NCc2ccc(OC)cc2)cc1,3%
O=C1C2ON(c3ccccc3)C(c3ccc(F)cc3)C2C(=O)N1Cc1ccccc1 (stereo not given),6%
CCCCNCCCCOc1ccc(Cl)c(C)c1,5%
COc1cc(/C=C2/C(=O)NC(=O)N(C3CCCCC3)C2=O)cc(OC)c1O,20%
N#C/C(=C/c1cc(Cl)c(O)c(Cl)c1)c1ccc([N+](=O)[O-])cc1,35%
O=C1/C(=C\c2ccc(Cl)cc2Cl)SC(=S)N1Cc1ccccc1,27%
COc1cc(NC(=O)c2ccccc2Cl)cc(OC)c1,8%
Cc1cc2nc(-c3cc(NC(=O)/C=C/c4ccccc4)ccc3O)oc2cc1C,12%
COc1ccc(N(CC(=O)Nc2cc(C)ccc2C)S(C)(=O)=O)c(OC)c1,3%
C#CCSc1nc2c(c(=O)[nH]1)C1(CCCC1)Cc1ccccc1-2,22%
CC1=CC(C)C2(COC(=O)Nc3ccccc3)COC(C)C1C2C (stereo not given),4%
O=C(CN(c1ccc(F)cc1)S(=O)(=O)c1ccccc1)NCCSCc1ccc(Cl)cc1,27%

# Random excerpt: 2 entries already listed, in no set order.
SMILES,RNase H inhibition
C#CCSc1nc2c(c(=O)[nH]1)C1(CCCC1)Cc1ccccc1-2,22%
CCCCNCCCCOc1ccc(Cl)c(C)c1,5%

# Going on with the list:
SMILES,RNase H inhibition
CCc1ccccc1N(CC(=O)Nc1cccc(OC)c1)S(C)(=O)=O,4%
Cc1cc(=O)oc2c(C(=O)c3ccccc3)c(OCc3ccc(Cl)cc3)ccc12,2%
COc1ccc(C(=O)N2CCN(C(=O)c3cccc(F)c3)CC2)cc1OC,1%
CCOc1cc(/C=C2\SC(=S)N(NC(=O)c3ccc([N+](=O)[O-])cc3)C2=O)ccc1O,22%
COc1ccc(S(=O)(=O)Nc2cccnc2)cc1,0%
Nc1nonc1C(=O)N/N=C/c1cccc(O)c1,1%
COc1cc(C)ccc1OCCOCCOc1ccccc1[N+](=O)[O-],15%
CCOC(=O)c1ccc(NC(=O)C(=O)N/N=C/c2cc(C)n(-c3ccc(Cl)cc3Cl)c2C)cc1,34%
Cc1ccc(Nc2nc(-c3ccc(F)cc3)cs2)cc1Cl,31%
CC(=O)N1CCN(c2ccc(NC(=O)COc3ccccc3C)cc2)CC1,1%
Cc1cc(OCCOCCN2CCC(C)CC2)ccc1Cl,10%
COc1cc(CN2CCN(Cc3ccccc3C)CC2)cc(OC)c1,12%
COc1ccccc1/C=C1/SC(=S)N(CCC(=O)Nc2ccccc2)C1=O,11%
Cc1ccc(N=C2NC(=O)/C(=C/c3ccc(-c4ccc(C(=O)O)cc4)o3)S2)cc1Cl,34%
O=C(O)c1cc(Br)ccc1NC(=O)C(c1ccccc1)c1ccccc1,5%
C=CCN1C(=O)NC(=O)/C(=C/c2ccc(C)o2)C1=O,16%
Cc1cc(C=O)c(C)n1-c1cccc(Cl)c1,23%
CC(C)n1c(C(O)c2ccc(OCc3ccccc3)cc2)nc2ccccc21 (stereo not given),15%
CCOc1cc(/C=N/NC(=O)c2ccncc2)ccc1OC(=O)c1ccco1,5%
CN(C)CCCCCCNC(=O)/C=N\O,10%
CCCc1cc(=O)[nH]c(SCC(=O)Nc2ccc(OC)cc2)n1,7%
O=C1CC(C23CC4CC(CC(C4)C2)C3)=NN1c1ccccc1,10%
COc1cc(/C=C2/SC(=S)NC2=O)ccc1OC(C)C,1%
Cc1ccc(-c2csc(/C(C#N)=C/c3ccsc3)n2)cc1,20%
Oc1cccc2ccc[n+](CC(O)Cn3c4ccccc4c4ccccc43)c12 (stereo not given),9%
Cc1ccc2[nH]c3c(c2c1)CCCC3(C)NC(N)=O (stereo not given),0%
CC(C)(C)c1cc(CN2CCC(O)(c3ccc(Br)cc3)CC2)cc(C(C)(C)C)c1O,12%
CCOc1cccc2c1NC(C)(C)c1sn(-c3ccccc3)c(=S)c1-2,1%
CCOC(=O)CSc1nc2c(c(=O)n1-c1ccccc1)C(C)(C)Cc1ccccc1-2,2%
O=C1NC(=Nc2ccc(F)cc2)SC1Cc1cccc(Cl)c1 (stereo not given),6%
COc1ccc(S(=O)(=O)N2CCN(C3CCCCCC3)CC2)cc1,2%
O=C(/C=C/c1ccco1)Nc1ccc(-c2nc3ccccc3s2)c(O)c1,18%
CC12CCC(C1)C(C)(C)C2OCC(O)CN1CCN(c2ccccc2F)CC1 (stereo not given),24%
O=C(NCc1ccc(Cl)cc1)C(=O)NCc1ccco1,4%
COCCNC(=O)C(=O)Nc1cc(Cl)ccc1C,2%
CCOC(=O)/C(N=Nc1ccc(C)cc1)=C(/C)O,0%
Cc1ccc(-c2nc3ccccc3o2)cc1NC(=O)C(Cl)(Cl)Cl,7%
COc1ccc(S(=O)(=O)N2CCN(C(=O)COc3ccc(Cl)cc3)CC2)cc1,13%
O=C(N=Nc1c(O)[nH]c2ccc(Br)cc12)c1ccc([N+](=O)[O-])cc1,6%
COC(=O)c1ccc(NC(=S)NC(=O)c2ccccc2C)cc1,16%
COc1ccc(CCNC(=S)NC(=O)c2ccccc2)cc1OC,18%
c1ccc(N2CCN(c3ccccc3)C2c2cccs2)cc1,10%
CSc1ccc(/C=N\Nc2nc3ccccc3s2)cc1,8%
CC1CCc2c(sc(NC(=O)C3CC3c3ccccc3)c2C(N)=O)C1 (stereo not given),2%
CCOC(=O)c1cnn(Cc2cccc(Cl)c2)c1C,0%
COc1ccc(-n2nnnc2C(=Cc2ccc(N(C)C)cc2)c2nnnn2-c2ccc(OC)cc2)cc1,9%
CC1CCCC(C)N1C(=O)c1nn2c(c1Cl)NC(c1cccs1)CC2C(F)(F)F (stereo not given),10%
Cc1nnc(C)n1/N=C/c1ccccc1O,6%
O=C(CC(c1ccccc1)c1ccccc1)N1CCN(c2ccccc2)CC1,12%
COC(=O)CSC1=C(C#N)C(c2ccccc2Cl)CC(=O)N1 (stereo not given),0%
O=C1C2C(C(=O)N1/N=C/c1ccco1)C1C=CC2C12CC2 (stereo not given),14%
COc1cc(OC)c(/C=C2\C(=O)NC(=O)N(c3c(C)cc(C)cc3C)C2=O)c(OC)c1,10%
CCOCCOC(=O)C1=C(C)NC2=C(C(=O)CC(c3cccs3)C2)C1c1cccs1 (stereo not given),7%
COc1ccc(/C=C/C(=O)NCc2ccc3c(c2)OCO3)cc1OC,24%
COc1ccccc1N1C(=O)c2ccc(OC)c(OC)c2C1=O,0%
O=C(NC(NC(=S)Nc1cc(Cl)ccc1Cl)C(Cl)(Cl)Cl)c1ccccc1Cl (stereo not given),15%
Cc1cc(C(=O)Nc2ccc(O)c(C(=O)O)c2)c(C)o1,15%
Cc1ccc(C2/C(=C(\O)c3ccccc3)C(=O)C(=O)N2Cc2cccnc2)cc1 (stereo not given),2%
CSc1ccc(/C=N/NC(=O)c2cccc(Cl)c2)cc1,9%
CCOc1cc(/C=C2\N=C(c3ccc(C)cc3)OC2=O)cc(Cl)c1OCC,10%
# (further entries)
SMILES,RNase H inhibition
COc1cccc(/C=N/Nc2ccc(S(=O)(=O)O)cc2)c1O,0%
COC(=O)c1cccc(NC(=O)CSCc2ccccc2)c1,2%
OCc1cn(-c2ccccc2)nc1-c1ccc(Br)cc1,8%
COC(=O)c1ccc(COc2cc3oc(=O)c4c(c3cc2Cl)CCCC4)cc1,15%
CN(C)c1ccc(CNC(=O)C(O)(c2ccccc2)c2ccccc2)cc1,7%
CC1=[N+]([O-])C(C)(C)C(c2cccs2)=[N+]1[O-],6%
CCOC(=O)N1CCN(CC(c2ccccc2)c2ccccc2)CC1,9%
N#Cc1c(N2CCCCC2)ncc2cc3ccccc3nc12,0%
COC(=O)C1=C(C)N(C)C(=O)NC1c1ccc(O)c([N+](=O)[O-])c1 (stereo not given),24%
C/C=C/COC(=O)C1=C(C)NC(=O)NC1c1ccc(Cl)cc1Cl (stereo not given),22%
Cc1ccc(-c2nc3ccccc3o2)cc1NC(=S)NC(=O)c1ccc([N+](=O)[O-])cc1,12%
CCN(CC)c1ccc(C2C(C(=O)OC(C)C)=C(C)NC3=C2C(=O)CCC3)cc1 (stereo not given),20%
Cc1ccc(OCCCCn2ccnc2)cc1C,0%
CCN(CC)CCSc1nc(O)c(CCC(C)C)c(=O)[nH]1,0%
COC(=O)c1ccccc1NC(=O)c1cc2ccccc2o1,19%
COc1ccc(/C=C/C(=O)Nc2ccc3c(c2)oc2ccccc23)cc1,35%
COc1cc([N+](=O)[O-])ccc1-c1ccc(/C=C2\C(=O)NC(=S)N(c3ccc(Br)cc3)C2=O)o1,14%
COc1ccc(/C=C2\C(=O)NC(=S)N(c3cccc(Cl)c3Cl)C2=O)cc1C,11%
Cc1ccccc1NC(NC(=O)c1cccs1)C(Cl)(Cl)Cl (stereo not given),5%
C/C(=N\NC(=O)c1ccccc1N)c1ccc([N+](=O)[O-])cc1,3%
CC1=C(C(=O)OC2CCCC2)C(c2cc3c(cc2[N+](=O)[O-])OCO3)C2=C(CC(c3ccccc3)CC2=O)N1 (stereo not given),0%
Cc1cccc(OCCN2CCOCC2)c1,0%
COC(=O)C(NC(=O)COc1ccc(Cl)cc1Cl)C(C)C (stereo not given),6%
Cc1ccc(S(=O)(=O)n2c(C)nc3ccccc32)cc1,0%
CCCc1cc(=O)n2[nH]c(-c3ccc(I)cc3)cc2n1,6%
O=C(O)C1CC=CCC1C(=O)Nc1ccc(-c2ccccc2)cc1 (stereo not given),10%
O=C(Nc1ccccc1-c1ccccc1)c1cccc(I)c1,2%
O=C(NN1C(=O)c2ccccc2C1=O)c1ccc2c(c1)C(=O)N(c1ccccc1-c1ccccc1)C2=O,1%
O=C(NCCC1=CCCCC1)c1cccc([N+](=O)[O-])c1,0%
Fc1cccc(Cl)c1-c1nnc2ccc3ccccc3n12,11%
COc1ccc(CCNc2cc(N3CCN(S(=O)(=O)N(C)C)CC3)ccc2[N+](=O)[O-])cc1OC,8%
COc1ccc(CNC(=O)C(=O)Nc2ccc(Cl)c(Cl)c2)cc1,0%
C(#Cc1cccc2ccccc12)CN1CCOCC1,2%
Cc1ccc(-c2cc(C(F)(F)F)n3ncc(C(=O)NCc4ccco4)c3n2)cc1,6%
CCOCCOC(=O)C1=C(C)N(C)C(=O)NC1c1ccc([N+](=O)[O-])cc1 (stereo not given),11%
CCCOc1ccc(Cc2c(O)[nH]c(=S)[nH]c2=O)cc1C,9%
O=C(Nc1cccc(C(F)(F)F)c1)C1C2CC/C=C\CCC21 (stereo not given),12%
NC(=O)c1cc(NC(=O)c2cc3ccccc3cc2O)cc(C(N)=O)c1,6%
